M4 antag = antagonists of human muscarinic M4 receptor (CHRM4); P08173; CHO-hM4 cells, ACh EC80, Fluo-8 calcium fluorescence; inhibition, % at 3 µM; 0.73% of 360,000 active; AID 624125;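 active = inhibition above its plate's cutoff, the mean inhibition of sample wells plus 3 SD, cut at about 27% in these data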;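 note: 0% = acetylcholine EC80 with DMSO and 100% = DMSO without agonist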
Target sequence (P08173 whole entry, looked up): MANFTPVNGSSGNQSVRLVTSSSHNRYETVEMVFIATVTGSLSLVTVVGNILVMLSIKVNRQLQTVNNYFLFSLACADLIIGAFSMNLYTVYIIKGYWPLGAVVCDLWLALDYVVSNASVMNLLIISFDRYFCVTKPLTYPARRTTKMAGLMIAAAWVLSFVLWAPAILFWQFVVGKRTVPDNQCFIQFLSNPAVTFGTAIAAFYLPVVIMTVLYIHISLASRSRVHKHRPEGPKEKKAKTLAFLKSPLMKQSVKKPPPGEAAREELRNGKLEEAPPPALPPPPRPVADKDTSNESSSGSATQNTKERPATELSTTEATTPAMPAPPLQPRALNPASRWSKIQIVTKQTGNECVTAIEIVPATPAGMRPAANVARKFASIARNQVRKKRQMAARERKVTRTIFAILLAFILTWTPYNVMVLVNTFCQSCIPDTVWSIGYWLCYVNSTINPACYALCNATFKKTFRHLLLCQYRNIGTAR
CHRM1 antagonist = antagonists of human M1 muscarinic receptor; CHO-K1 hM1, Fluo-8 calcium fluorescence, ACh EC80 antagonist; inhibition, % at 3 µM; 1.3% of 360,000 active; AID 588852;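 active = percent inhibition above its own plate's cutoff, namely the mean of that plate's compound wells plus 3 SD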;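 note: peak over basal fluorescence ratio during 140 s after agonist addition; 0% = ACh EC80 plus DMSO and 100% = DMSO alone without agonist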
Target sequence (P11229 whole entry, looked up): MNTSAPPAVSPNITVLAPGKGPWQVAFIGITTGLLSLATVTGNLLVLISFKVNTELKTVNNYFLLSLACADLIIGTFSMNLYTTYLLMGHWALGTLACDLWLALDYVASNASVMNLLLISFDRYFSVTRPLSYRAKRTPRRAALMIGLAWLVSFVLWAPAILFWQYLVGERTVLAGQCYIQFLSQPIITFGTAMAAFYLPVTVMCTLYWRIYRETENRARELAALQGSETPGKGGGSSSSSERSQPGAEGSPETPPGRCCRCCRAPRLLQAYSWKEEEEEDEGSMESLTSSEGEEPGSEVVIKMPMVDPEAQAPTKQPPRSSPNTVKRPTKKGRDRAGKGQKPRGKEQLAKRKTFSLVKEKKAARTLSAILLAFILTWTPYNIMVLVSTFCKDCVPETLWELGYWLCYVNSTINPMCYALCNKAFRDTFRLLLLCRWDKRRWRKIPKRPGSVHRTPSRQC
M4 PAM = positive allosteric modulators of human muscarinic M4 receptor. 0.4% of 360,000 active. P08173. CHO-K1 hM4/Gqi5, Fluo-8 calcium fluorescence, ACh EC20; 0% = ACh EC20, 100% = maximal ACh. activation, % at 3 µM;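 active = activation above its plate's cutoff, the mean activation of sample wells plus 3 SD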; note: some results filed as inactive read as strong as hits
CHRM5 PAM = potentiates acetylcholine response at human M5 receptor | AID 624038 | CHO-K1 hM5, Fluo-8 calcium, ACh EC20 PAM; 0% = ACh EC20, 100% = ACh EC100 | activation, % at 3 µM | P08912 | 0.3% of 360,000 active;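 active = activation above the run cutoff, the mean activation of all test compounds plus 3 SD, cut at about 18% in these data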
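system = human M5 receptor in CHO-K1 cells | compound = one concentration, 3 µM final (nominal) | schedule = Post-acetylcholine fluorescence recording 140 s | signal = Fluo-8 calcium dye fluorescence, kinetic read | benchmarks = low control EC20 acetylcholine (0%), high control EC100 acetylcholine (100%) | repeats = singlicate, one well per test compound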
CHRM5 agonist = CHRM5 agonism in calcium assay | 0.19% of 360,000 active | P08912 | activation, % at 3 µM | CHO-K1 hM5 cells, Fluo-8 calcium fluorescence; 0% DMSO wells, 100% maximal acetylcholine response;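 active = activation above the run's mean over test compounds plus 3 SD, cut at about 23% in these data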;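 note: signal is peak over basal fluorescence ratio across the kinetic read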
CHRM4 agonist = CHRM4 agonism in calcium assay. AID 624127. P08173. activation, % at 3 µM. CHO-K1 hM4/Gqi5, Fluo-8 calcium fluorescence; vehicle 0%, full acetylcholine response 100%. 0.14% of 360,000 active;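 active = activation above the run mean over all test wells plus 3 SD, cut at about 32% in these data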;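 note: peak over basal fluorescence ratio per well then scaled between controls; 0% = DMSO wells and 100% = acetylcholine at EC100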
CHRM1 PAM = potentiates human M1 receptor response to acetylcholine | activation, % at 3 µM | CHO-K1 hM1, Fluo-8 calcium fluorescence, ACh EC20; 0% = ACh EC20, 100% = maximal ACh | AID 588819 | 0.088% of 360,000 active; in the data active = activation above about 19%, passing the limit was not always enough
CRFR2-BP ag = CRF-BP/CRF-R2 complex agonism; HEK293 CRF-R2/CRF-BP, calcium dye fluorescence (FLIPR); percent of saturating CRF peptide response; activation, % at 13.2 µM; 0.46% of 350,000 active;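 active = activation of at least 50%, plus an integration ratio under a set limit after plate pattern correction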;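 note: plate controls were neutral control wells without compound for no effect and CRF at EC100 for full effect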
CHRM5 antagonist = antagonists of human muscarinic M5 receptor (CHRM5) | P08912 | CHO-hM5 cells, Fluo-8 calcium fluorescence, ACh EC80 | inhibition, % at 3 µM | 0.59% of 360,000 active | AID 624040;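 active = inhibition above a per-plate cutoff, the mean of that plate's test compounds plus 3 SD, cut at about 27% in these data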;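 note: 0% = acetylcholine EC80 with DMSO and 100% = DMSO without agonist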
* marks the source's active call; other numbers are inactive results; x = no result given.

1: C=CCCC(=O)N1CCCC(Cc2cccc(Cl)c2)(C(=O)OCC)C1 (centres undefined)
2: CCc1cc(C(=O)N/N=C/c2ccc(O)cc2)c2ccccc2n1
3: CCc1cccc(C)c1NC(=O)CN1C(=O)NC(Cc2ccccc2)C1=O (centres undefined)
4: COc1ccc(N2CCN(C(=O)c3ccccc3F)CC2)c([N+](=O)[O-])c1
5: Cc1ccc(S(=O)(=O)c2c(N)n(Cc3ccco3)c3nc4ccccc4nc23)cc1
6: COCCN(C(=O)COC(=O)/C(=C/c1ccccc1)NC(C)=O)c1c(N)n(Cc2ccccc2)c(=O)[nH]c1=O
7: COc1ccc(NC(=O)[C@@H](NC(=O)c2ccccc2)C(C)C)cc1S(=O)(=O)N1CCCCC1
8: CCc1cc(C(=O)N2CCCC(CCC(=O)N3CCN(c4ccccn4)CC3)C2)no1 (centres undefined)

screen / no.	1	2	3	4	5	6	7	8
M4 antag	-3	0	0	-8	11	-2	-17	0
CHRM1 antagonist	-9	7	-7	-8	2	2	3	-7
M4 PAM	-7	-2	-4	-4	-10	0	9	9
CHRM5 PAM	0	4	2	-1	-5	-4	-5	-9
CHRM5 agonist	-2	3	1	1	3	0	-5	-2
CHRM4 agonist	0	1	0	0	7	0	0	2
CHRM1 PAM	2	8	1	2	1	2	-1	8
CRFR2-BP ag	0.7	0.1	0.1	-3.6	33	1.3	-2.2	-3.1
CHRM5 antagonist	3	-1	0	1	1	-1	-3	12

Reformatted with tabs: part of the list above.
nr	smiles	M4 antag	CHRM1 antagonist	M4 PAM	CHRM5 PAM	CHRM5 agonist	CHRM4 agonist	CHRM1 PAM	CRFR2-BP ag	CHRM5 antagonist
6	COCCN(C(=O)COC(=O)/C(=C/c1ccccc1)NC(C)=O)c1c(N)n(Cc2ccccc2)c(=O)[nH]c1=O	-2	2	0	-4	0	0	2	1.3	-1
2	CCc1cc(C(=O)N/N=C/c2ccc(O)cc2)c2ccccc2n1	0	7	-2	4	3	1	8	0.1	-1

Full records from above:
COc1ccc(N2CCN(C(=O)c3ccccc3F)CC2)c([N+](=O)[O-])c1 is listed as M4 antag = -8; CHRM1 antagonist = -8; M4 PAM = -4; CHRM5 PAM = -1; CHRM5 agonist = 1; CHRM4 agonist = 0; CHRM1 PAM = 2; CRFR2-BP ag = -3.6; CHRM5 antagonist = 1
COc1ccc(NC(=O)[C@@H](NC(=O)c2ccccc2)C(C)C)cc1S(=O)(=O)N1CCCCC1 is listed as M4 antag = -17; CHRM1 antagonist = 3; M4 PAM = 9; CHRM5 PAM = -5; CHRM5 agonist = -5; CHRM4 agonist = 0; CHRM1 PAM = -1; CRFR2-BP ag = -2.2; CHRM5 antagonist = -3
C=CCCC(=O)N1CCCC(Cc2cccc(Cl)c2)(C(=O)OCC)C1 (centres undefined) is listed as M4 antag = -3; CHRM1 antagonist = -9; M4 PAM = -7; CHRM5 PAM = 0; CHRM5 agonist = -2; CHRM4 agonist = 0; CHRM1 PAM = 2; CRFR2-BP ag = 0.7; CHRM5 antagonist = 3

(list continues)
9: Cc1ccc(Cl)cc1NC(=O)c1cccc(OC(F)F)c1
10: CCOc1cc(NC(=S)NCCCN2CCOCC2)c(OCC)cc1NC(=O)c1ccc(C)cc1
11: CC1CCCCC1NC(=O)Cn1cccc1C(=O)c1ccccc1 (centres undefined)
12: CSc1cc(C)n(-c2ccccc2C)c(=S)c1C(C)=O
13: CCn1c(COc2c(C)cccc2C)nnc1SCC(=O)N1CCN(c2ccccc2)CC1
14: Cc1c(NC(=O)N(C)C)c(=O)n(-c2ccccc2)n1C
15: CCOc1ccc(S(=O)(=O)N2CCOCC2)cc1NC(=O)CN1C(=O)NC(C)(c2ccccc2)C1=O (centres undefined)
16: O=C1CC(c2cccs2)c2cc3c(cc2N1)OCCO3 (centres undefined)

screen / no.	9	10	11	12	13	14	15	16
M4 antag	-10	-1	7	-1	0	9	-2	5
CHRM1 antagonist	-7	8	10	-10	-3	-10	18	-3
M4 PAM	-1	4	-12	10	-4	17	-3	-5
CHRM5 PAM	-2	5	-7	1	-12	0	-4	-14
CHRM5 agonist	-5	0	-3	-6	1	1	-1	3
CHRM4 agonist	-1	0	-1	2	8	0	0	4
CHRM1 PAM	4	-5	-8	5	1	6	-1	-3
CRFR2-BP ag	-2.0	0.7	-2.3	-0.5	-4.7	-2.0	-0.9	-0.2
CHRM5 antagonist	-1	4	20	-2	8	3	-5	9

17: CC1(C(=O)NCc2ccccc2)CN(S(C)(=O)=O)CC(=O)N1C1CCN(Cc2ccccc2)CC1 (centres undefined)
18: C/C(=N\NC(=O)CN1CCN(Cc2ccccc2)CC1)c1ccncc1
19: CCC(C)(C)n1nnnc1C(c1ccc(C)cc1)N1CCSCC1 (centres undefined)
20: Cc1cc(C)nc(N2CCCC(C(=O)NCc3ccccc3F)C2)n1 (centres undefined)
21: CCOC(=O)Cc1csc(SC(C)C(=O)Nc2ccc(NC(C)=O)cc2)n1 (centres undefined)
22: COc1ccc(NC(=O)C2CCCN(S(=O)(=O)c3ccc4c(c3)CCCN4C(C)=O)C2)cc1Cl (centres undefined)
23: CC(CNC(=O)CC(C)(C)C)NC(=O)CC(C)(C)C (centres undefined)
24: CCCCCc1nnc(NC(=O)Cc2ccc([N+](=O)[O-])cc2)s1

screen / no.	17	18	19	20	21	22	23	24
M4 antag	-8	-11	7	-8	-1	0	-1	-4
CHRM1 antagonist	x	18	0	-9	-2	-10	-6	7
M4 PAM	5	-17	7	-1	4	1	-6	0
CHRM5 PAM	5	-10	7	-4	-3	-2	0	1
CHRM5 agonist	1	5	-7	-3	-2	-2	0	0
CHRM4 agonist	1	8	-4	1	2	1	1	2
CHRM1 PAM	x	-7	4	8	7	7	8	5
CRFR2-BP ag	x	-0.6	-0.6	-0.5	-0.5	5.3	-0.6	-0.8
CHRM5 antagonist	-2	6	-9	6	7	7	-1	8

25: COc1ccccc1CNS(=O)(=O)c1c(C)cc(C)cc1C
26: Cc1nn(-c2ccccc2)c(Cl)c1C(=O)NCCCCNC(=O)c1c(C)nn(-c2ccccc2)c1Cl
27: COC(=O)Cc1c(C)c2ccc(O)c(CN3CCCC(C)C3)c2oc1=O (centres undefined)
28: Cc1ccc2[nH]c(O)c(N=Nc3ccccc3C)c2c1
29: O=C(COc1nc2ccccc2nc1N1CCOCC1)NC1CCCCC1
30: CC1CC(C)CN(C(=O)COC(=O)COc2ccccc2C#N)C1 (centres undefined)
31: CN(C)CCNc1ncnc2c1ncn2[C@H]1CN(C)C[C@@H](CO)O1
32: Cc1c(Cl)cccc1NC(=O)Cn1cc(C(F)(F)F)cc(Cl)c1=O

screen / no.	25	26	27	28	29	30	31	32
M4 antag	-5	3	3	-2	-8	-2	13	10
CHRM1 antagonist	-6	-4	-15	-16	-6	1	4	-1
M4 PAM	1	6	0	0	-1	3	-2	-2
CHRM5 PAM	2	-5	-10	6	7	-3	-2	0
CHRM5 agonist	-3	2	-5	-1	-2	4	1	-2
CHRM4 agonist	0	2	1	3	0	1	0	0
CHRM1 PAM	1	1	10	21	5	0	-3	-1
CRFR2-BP ag	-0.5	-1.2	-0.2	1.2	-1.0	0.0	x	-2.3
CHRM5 antagonist	2	2	7	9	-11	-7	7	5

An excerpt from above with just CRFR2-BP ag and CHRM1 antagonist.
| entry | compound | CRFR2-BP ag | CHRM1 antagonist |
| --- | --- | --- | --- |
| 28 | Cc1ccc2[nH]c(O)c(N=Nc3ccccc3C)c2c1 | 1.2 | -16 |
| 30 | CC1CC(C)CN(C(=O)COC(=O)COc2ccccc2C#N)C1 (centres undefined) | 0.0 | 1 |
| 26 | Cc1nn(-c2ccccc2)c(Cl)c1C(=O)NCCCCNC(=O)c1c(C)nn(-c2ccccc2)c1Cl | -1.2 | -4 |

More structures:
33: CC(=O)OCC(=O)C1(O)CCC2C3CC(C)C4=CC(=O)C=CC4(C)C3(F)C(O)CC21C (centres undefined)
34: CCOc1ccc(N(CC(=O)NCc2ccc(OC)cc2)S(=O)(=O)c2c(C)noc2C)cc1
35: CCOC(=O)C1=C(COC(=O)CCOc2ccccc2C)NC(=O)NC1C (centres undefined)
36: O=C(CCCNC(=O)c1ccc(Cl)cc1)NCc1ccccc1Cl
37: O=C(Nc1nnc(-c2cccnc2)o1)c1cccc(Cl)c1
38: CCOC(=O)CCCNC(=O)COC(=O)/C=C/c1ccc2c(c1)OCO2
39: Cc1cc(C)cc(Oc2ccccc2C=O)c1
40: Cc1ccc2sc(NNC(=O)c3cc(=O)c4ccccc4o3)nc2c1C

screen / no.	33	34	35	36	37	38	39	40
M4 antag	1	2	-14	7	-21	4	-3	-2
CHRM1 antagonist	-2	-1	-12	-9	-5	-16	-11	-14
M4 PAM	1	19	-2	1	10	4	8	1
CHRM5 PAM	0	6	-13	3	0	4	-1	2
CHRM5 agonist	2	1	-2	-3	4	-1	-2	0
CHRM4 agonist	2	0	5	1	1	2	0	2
CHRM1 PAM	0	9	20	10	6	9	11	8
CRFR2-BP ag	1.7	1.3	-0.1	-1.0	0.2	-1.8	-1.3	-1.8
CHRM5 antagonist	11	-4	-8	5	1	9	5	4

41: COc1ccc(/C(C)=N/Nc2ccc(C(=O)O)cc2)cc1OC
42: Cc1ccc(S(=O)(=O)NCC(c2ccccc2)N2CCN(CCC#N)CC2)cc1 (centres undefined)
43: COc1ccc(-c2nc(N)nc(N)n2)c(O)c1
44: CCN(CC(=O)Nc1ccc(NC(C)=O)cc1)C(=O)CSC(=S)N1CCCC1
45: COCCCNC(=O)/C=C/c1ccc(Cl)cc1Cl
46: Cc1cc(Br)cn2c(Cc3ccccc3C(F)(F)F)c(-c3ccccc3)nc12
47: CN(Cc1c(F)cccc1Cl)C(=O)c1cc2ccccc2o1
48: COc1ccc(Nc2nc(N3CCN(S(=O)(=O)N(C)C)CC3)nc3ccccc23)cc1

screen / no.	41	42	43	44	45	46	47	48
M4 antag	-16	-6	3	1	-12	-13	-5	3
CHRM1 antagonist	-7	-8	-9	-1	1	x	-3	4
M4 PAM	-5	-3	18	2	5	2	12	-5
CHRM5 PAM	-6	5	-5	-2	2	-1	11	-11
CHRM5 agonist	-1	-7	-4	-2	-5	0	-4	0
CHRM4 agonist	0	1	1	1	1	0	0	9
CHRM1 PAM	9	6	12	-2	3	x	4	-6
CRFR2-BP ag	-0.4	0.5	-1.2	-0.3	-1.4	x	-1.4	0.6
CHRM5 antagonist	-7	-3	14	9	1	4	-2	21

49: COc1ccc(/C=N/NC(=S)Nc2cc(C(F)(F)F)ccc2Cl)cc1
50: Cc1cccc(NC(=O)C2CCCCN2S(=O)(=O)c2ccccc2)c1C (centres undefined)
51: COC(=O)c1cc(C(=O)c2cc(Br)ccc2O)coc1=N
52: CC(C)COC(=O)Nc1nnc(SCCOc2ccccc2)s1
53: OCC[C@@H]1C[C@@H](O)[C@H](O)[C@@]2(Cc3ccccc3CO2)O1

screen / no.	49	50	51	52	53
M4 antag	8	-22	-2	2	-9
CHRM1 antagonist	7	-1	-6	1	-13
M4 PAM	-3	5	-2	-4	-3
CHRM5 PAM	-5	-9	-8	-4	-7
CHRM5 agonist	1	-1	4	-1	7
CHRM4 agonist	0	6	0	3	1
CHRM1 PAM	-4	4	8	1	5
CRFR2-BP ag	-1.1	0.6	3.3	1.2	0.0
CHRM5 antagonist	12	4	2	0	0

Not a hit list. About 2.8% of those tested had a hit in this group.
